beta cell repl = inducers of beta-cell replication in MIN6 cells | 330,000 tested, 0.29% active | MIN6 cells proliferation, ATPlite luminescence, 48 h; cells starved in 0.2% serum; 100% = growth in 10% serum | proliferation, % at 10 µM | AID 2380;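 active = compounds whose signal lies at least 3.5 SD above the mean of all wells on their plate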;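 also: 0% = DMSO-treated cells in low-serum medium and 100% = 10% serum control; some compounds called inactive have numbers as strong as hits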
TIM10 inh = growth inhibitors of TIM10 yeast strain | 330,000 tested, 1.4% active | inhibition, % at 10 µM | S. cerevisiae TIM10 strain growth, BacTiter-Glo luminescence, 24 h;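 active = inhibition of 40% or more at the single tested concentration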;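 also: wild-type TIM10 isogenic control strain grown at permissive 25 °C; 0% = DMSO yeast wells and 100% = minimal medium wells without yeast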
APJ antagonist = APJ receptor antagonism; P35414; CHO-K1 APJ beta-arrestin complementation, luminescence; inhibition, % at 20 µM; 330,000 tested, 0.32% active; AID 2521;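 active = inhibition above about 40% at 20 µM, limit read from the data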;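 also: cells challenged with 10 nM apelin-13 agonist together with compound; plate controls were apelin-13 plus DMSO wells for no effect and DMSO wells lacking apelin-13 for full effect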
Target sequence (P35414 whole entry, looked up): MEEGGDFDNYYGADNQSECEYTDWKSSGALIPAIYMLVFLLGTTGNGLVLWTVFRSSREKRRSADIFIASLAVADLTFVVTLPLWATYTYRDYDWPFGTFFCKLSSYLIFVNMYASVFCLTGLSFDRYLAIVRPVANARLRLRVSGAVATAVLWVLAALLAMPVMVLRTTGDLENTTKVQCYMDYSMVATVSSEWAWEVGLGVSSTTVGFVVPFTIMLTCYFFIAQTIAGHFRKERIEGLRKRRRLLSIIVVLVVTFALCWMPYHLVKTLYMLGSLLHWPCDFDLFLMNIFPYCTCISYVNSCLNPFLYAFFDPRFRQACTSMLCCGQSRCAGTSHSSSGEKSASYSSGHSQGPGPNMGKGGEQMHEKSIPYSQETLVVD
APJ ag = activates the human apelin receptor APJ. P35414. CHO-K1 APJ PathHunter beta-arrestin, luminescence; 0% DMSO wells, 100% apelin. activation, % at 20 µM. 330,000 tested, 0.11% active. AID 2520;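 active = activation more than six SD over the plate average, tested at 20 µM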;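 also: 0% = DMSO alone and 100% = apelin-13 at 10 nM; some results filed as inactive read as strong as hits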
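Test system – PathHunter CHO-K1 APJ (AGTRL-1) beta-arrestin reporter cells · Input – 1000 cells/well · Compound – single test compound dose, 20 µM final, 1% DMSO · Times – compound stimulation 90 min at 25 °C, detection 60 min · Technique – beta-gal luminescence · Read-out basis – APJ–arrestin association signal · Control set – negative DMSO alone, positive Apelin-13 at 10 nM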
NLRP3 yeast inh = inhibitors of NALP3 inflammasome in yeast. Yeast reconstituted NLRP3/ASC/caspase-1, beta-gal luminescence, 24 h. inhibition, % at 10 µM. 330,000 tested, 0.39% active. AID 2825;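 active = inhibition of 50% or more; inactive = inhibition below 50%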;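 also: plate controls were induced DMSO wells for no effect and uninduced yeast grown without galactose for full effect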
MPTP inh = permeability transition pore inhibition. isolated mouse mitochondria, Ca2+ swelling absorbance, 30 min. inhibition, % at 10 µM. 360,000 tested, 1.4% active;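 active = inhibition of 50% or more, scaled per plate between neutral and stimulator controls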;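 also: 0% = DMSO wells given calcium and 100% = 1 mM EGTA wells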
NR3A LBD binder = modulates the human NR3A ligand-binding domain | Tm shift relative to glycine control, % at 25 µM | AID 1259313 | NR3A LBD differential scanning fluorimetry, Tm shift; 0% = protein alone, 100% = glycine-bound protein | 340,000 tested, 2.5% active;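 active = melting temperature shift of at least 10% of the positive control shift, at one fixed dose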
tim23-1 inh = inhibits growth of tim23-1 mutant yeast. S. cerevisiae tim23-1 growth, BacTiter-Glo luminescence, 24 h. inhibition, % at 20 µM. 330,000 tested, 1.3% active. AID 463212;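 active = growth inhibition of the mutant yeast at or above 50%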;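 also: temperature-sensitive mutant grown at 25 °C; plate controls were DMSO-treated mutant yeast for no effect and medium wells lacking yeast for full effect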
tim10-1 inh = inhibits growth of tim10-1 mutant yeast | inhibition, % at 20 µM | 330,000 tested, 2.2% active | S. cerevisiae tim10-1 ts strain growth, BacTiter-Glo, 24 h;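 active = inhibition of at least 40%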;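 also: mutant grown at 25 °C; 0% = DMSO wells with yeast and 100% = wells holding no yeast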
* = called active by the depositor; · = not tested or not shown.

SMILES	beta cell repl	TIM10 inh	APJ antagonist	APJ ag	NLRP3 yeast inh	MPTP inh	NR3A LBD binder	tim23-1 inh	tim10-1 inh
O=C(Nc1nc2ccccc2s1)c1ccc([N+](=O)[O-])o1	-4	24	-3	-2	-2	1.7	3	12	0
CC(=O)c1c(C)n(-c2ccccc2)c2ccc(OCC(O)CN3CCOCC3)cc12 (stereo not given)	2	7	-7	3	10	-1.0	0	4	1
Cc1cccc(OCC(=O)Nc2ccc3c(c2)nc(CN2CCCCC2)n3C)c1	-2	-9	-20	0	9	35	1	3	2
O=C(Nc1ccccc1Cl)C1CCCN(S(=O)(=O)c2ccc(F)cc2)C1 (stereo not given)	-1	17	-13	2	6	-1.7	3	27	30
CCN(CC)CCNC(=S)Nc1ccc2nc(N3CCOCC3)cc(C)c2c1	-1	9	15	0	15	0.4	1	-3	-1
Cc1cc2cc(CN3C(=O)c4ccccc4C3=O)ccc2[nH]1	-1	8	14	-6	-18	2.5	1	4	8
CCOc1ccccc1C(=O)NCC(=O)NCCc1ccc(S(N)(=O)=O)cc1	0	3	20	-1	10	-2.1	1	15	19
CC(NC(=O)CCc1nnc(-c2ccc(-c3ccccc3)cc2)o1)c1nccs1 (stereo not given)	-3	23	4	-2	-7	0.2	0	16	28
COC(=O)c1ccccc1NC(=O)NN1CCN(C)CC1	1	-4	18	2	9	-0.4	2	4	-16
O=C(CSc1cccc[n+]1[O-])Nc1cc(Cl)ccc1[N+](=O)[O-]	-1	-5	-17	2	2	-2.0	0	10	-12
CCOC(=O)CCCCC(=O)c1[nH]c(=O)[nH]c1CSc1nnc2c3cc(Br)ccc3n(C)c2n1	-2	8	2	-2	24	·	·	-7	2
CCOC(=O)c1ccccc1NC(=O)c1cc(S(=O)(=O)N2CCOCC2)ccc1F	-3	5	-12	3	17	-0.6	1	24	22
Cc1cc(NC(=O)CCC(=O)N(c2ccc(F)cc2)C(C(=O)NC2CCCC2)c2ccccc2)no1 (stereo not given)	0	7	15	-3	-8	-1.0	0	2	-21
COC(=O)c1cc(NC(=O)CCc2c(C)nc3ncnn3c2C)cc(C(=O)OC)c1	-2	6	-7	2	4	0.7	-3	22	13
Cc1ccc(CNC(=O)C2CCCN(c3nc4ccsc4c(=O)s3)C2)cc1 (stereo not given)	-1	17	8	-7	-3	0.6	0	-2	16
CC(C)CCNC(=O)C1CC(=O)N(CCc2ccccc2)C1 (stereo not given)	-2	2	10	-1	13	-0.7	1	-7	18
CN1CCC(N(C)S(=O)(=O)c2ccc(NC(=O)COc3ccc(Br)cc3Cl)cc2)CC1	-7	15	-7	2	14	2.4	-4	13	25
Cc1nc(N)sc1C(=O)N/N=C/c1c[nH]c2ccccc12	-2	4	13	-2	12	0.2	24*	10	7
O=C(COC(=O)c1cc(-c2ccccc2)nc2ccccc12)NCC1CCCO1 (stereo not given)	-3	13	19	-4	6	-2.0	2	12	12
C/C=C(/C)C(=O)Nc1cccc(C2=NOC3(C2)C[C@H](C(N)=O)N(C(=O)COc2ccc(Cl)cc2)C3)c1 (stereo not given in full)	-2	13	0	10	6	5.3	-3	10	-1
COCCNC(=S)NC(=O)c1ccc(C(C)(C)C)cc1	-4	1	13	-1	32	2.0	0	10	11
O=C(NCc1ccc2c(c1)OCO2)c1cc(-c2ccncc2)nc2ccccc12	0	-2	-7	0	8	0.8	1	18	-1
CC(=O)C1=C(O)C(=O)N(c2ccc(O)cc2)C1c1ccccc1[N+](=O)[O-] (stereo not given)	1	-4	6	-2	17	0.8	0	-4	-32
COc1ccc(Cl)cc1S(=O)(=O)N1CCC(C(=O)NC2CC2)CC1	-1	-2	17	-2	7	-0.6	-1	2	-6
O=C(Sc1ccccc1)c1cccc(Cn2cc(C(F)(F)F)ccc2=O)c1	-6	8	17	-1	-8	4.8	-3	13	11
O=C(COc1cc(F)ccc1[N+](=O)[O-])NCC1CCCO1 (stereo not given)	-3	-2	-4	1	8	-0.3	0	4	-4
COc1cccc(CC(NC(C)=O)C(=O)NC2CCN(C(=O)C3CC3)CC2)c1OC (stereo not given)	-2	4	9	0	18	0.6	-1	3	10
O=C(COc1ccc(Cl)cc1)Nc1cccc(S(=O)(=O)NCc2ccco2)c1	-4	22	-9	0	-2	-1.1	-9	33	24
Cc1ccc(/C(O)=C2\C(=O)C(=O)N(CC(C)O)C2c2ccccn2)cc1 (stereo not given)	1	10	-2	2	12	-1.4	-2	7	10
C=CCOc1ccc(-c2nc3c(c(=O)[nH]c(=O)n3CCC)n2CCCC)cc1	0.0*	2	7	2	21	1.4	-1	13	-1
O=C(Nc1ccc(Cl)cc1)c1ccc(-c2ccccn2)s1	-1	2	13	0	7	4.2	31*	-1	-24
Cn1cc(C(=O)N/N=C/c2cccc([N+](=O)[O-])c2)c2ccccc21	-2	-12	16	-2	17	2.6	9	15	8
O=C(Nc1cc(C(F)(F)F)ccc1-n1cncn1)c1cn2ccccc2n1	1	8	1	9	15	-0.3	4	16	8
CCOC(=O)c1c(NC(=O)CSc2nnc(C)s2)sc2c1CCC(CC)C2 (stereo not given)	-2	13	7	13	14	0.6	4	18	12
Cc1ccc(CNC(=O)N2CCN(c3ccc(C)cc3)CC2)cc1	-3	9	10	1	22	3.8	0	18	11
Clc1ccc(C2NCCc3sccc32)cc1 (stereo not given)	-1	-5	6	-3	9	-0.9	-2	-1	5
COc1ccc(S(=O)(=O)N2CCN(C(=O)CCCN3C(=O)NC4(CCCC4)C3=O)CC2)cc1	-1	-7	18	-5	31	0.3	3	16	4
CCN(CC)S(=O)(=O)c1ccc(OC)c(NC(=O)COc2ccc3c(C)cc(=O)oc3c2)c1	0	7	3	-1	10	3.4	11*	5	19
COc1ccc(NC(=O)C#Cc2ccccc2)cc1OC	-3	-27	-4	-1	15	0.4	-18	14	-50
CCCOc1ccc(/C(O)=C2/C(=O)C(=O)N(CCCn3ccnc3)C2c2ccc(C)o2)cc1 (stereo not given)	5	15	15	-1	25	1.9	2	10	13
COc1cnc(-c2ccccn2)nc1Oc1ccccc1	-4	-38	3	-4	12	-1.8	0	-8	-5
O=C(Nc1cc(Cl)ccc1-n1cncn1)c1cc(S(=O)(=O)N2CCOCC2)ccc1F	-2	14	-3	9	2	1.9	-1	24	27
O=C(Nc1ccccc1)c1nc2ccccc2s1	-5	34	-3	-4	21	6.9	-24	19	-7
COc1cc(/C=C/C(=O)NCCn2c(C)cc3ccccc32)cc(OC)c1OC	2	9	-3	-1	21	-1.0	-7	20	22
COc1cc(OC)cc(C2=NCCN2)c1	-3	0	20	1	3	1.2	-1	0	-8
Cc1ccc(-c2nn(CC(=O)NCc3ccco3)c(=O)c3ccccc23)cc1	-2	-16	7	-3	10	-4.2	-2	-12	-1
CCc1nnc(NC(=O)Cc2sc(C)nc2-c2ccc(C)cc2)s1	-2	-12	-12	-1	-3	0.5	-1	0	17
COc1ccc(NS(=O)(=O)c2ccc(N3CCOCC3)c(NC(=O)c3ccccc3Br)c2)cc1	5	1	-6	-1	11	3.6	0	21	4
NC(=O)c1ccc[n+](CC(=O)NCc2ccc(Cl)cc2)c1	-2	12	5	-3	-2	-0.6	-1	-1	-8
COc1ccc(-c2nnc(SCc3ccccn3)n2C)cc1	-1	0	-2	5	-5	2.3	1	11	7
CC1(C)C2CCC1(C)C(OC(=O)C[n+]1ccccc1N)C2 (stereo not given)	-2	4	-5	-4	-1	0.3	1	13	5
Cc1ccc(C(=O)N/C(=C\c2cccs2)C(=O)NCCCN2CCOCC2)cc1	-3	2	20	-1	14	0.4	-1	5	-10
Cc1cc2c(cc1S(=O)(=O)NCc1ccccc1)OCC(=O)N2	0	0	-4	-3	12	-1.3	1	7	7
S=C(NC1CCCCC1)NC1CC2C=CC1C2 (stereo not given)	0	-24	3	-2	29	5.5	1	16	0
COc1ccc(CNc2nc3c(c(=O)[nH]c(=O)n3C)n2Cc2ccccc2C)cc1	-4	10	3	0	1	-2.1	-1	4	8
CCc1nc(SCC(=O)NC2CCCC2)c2c(=O)n(C)c(=O)n(C)c2n1	-2	9	8	-4	7	0.9	6	15	6
CC(Oc1ccc(Cl)cc1Cl)C(=O)NC(=S)N1CCc2ccccc21 (stereo not given)	0	27	20	-1	8	16	2	13	32
Cc1c(C(c2cccs2)c2c(C)n(C)n(-c3ccccc3)c2=O)c(=O)n(-c2ccccc2)n1C	-3	11	12	-4	8	2.1	-2	12	4
Cc1nnc(SCc2cccc([N+](=O)[O-])c2)[nH]c1=O	2	8	16	-3	-1	-0.7	2	8	2
Cc1ccc2c(cnn2C(=O)CCCC(=O)NCc2ccc(Cl)cc2)c1	-1	-2	1	-4	21	0.5	2	0	-7

4 entries drawn at random from the list so far, as already listed:
SMILES	beta cell repl	TIM10 inh	APJ antagonist	APJ ag	NLRP3 yeast inh	MPTP inh	NR3A LBD binder	tim23-1 inh	tim10-1 inh
NC(=O)c1ccc[n+](CC(=O)NCc2ccc(Cl)cc2)c1	-2	12	5	-3	-2	-0.6	-1	-1	-8
COc1cnc(-c2ccccn2)nc1Oc1ccccc1	-4	-38	3	-4	12	-1.8	0	-8	-5
O=C(Nc1nc2ccccc2s1)c1ccc([N+](=O)[O-])o1	-4	24	-3	-2	-2	1.7	3	12	0
CC1(C)C2CCC1(C)C(OC(=O)C[n+]1ccccc1N)C2 (stereo not given)	-2	4	-5	-4	-1	0.3	1	13	5

(more compounds)
SMILES	beta cell repl	TIM10 inh	APJ antagonist	APJ ag	NLRP3 yeast inh	MPTP inh	NR3A LBD binder	tim23-1 inh	tim10-1 inh
CC(C)Cn1c(SCC(=O)Nc2cc(Cl)c(Cl)cc2Cl)nc(O)cc1=O	-6	2	5	-5	26	12	-7	19	12
CCc1ccc(NC(=O)C(C)OC(=O)CCC(=O)c2cccs2)cc1 (stereo not given)	0	-2	8	-4	15	1.0	-2	24	27
COc1ccc(C(=O)Nc2nc(C)cs2)cc1S(=O)(=O)N1CCCC1	-1	20	6	-1	9	-0.1	3	1	14
CCOC(=O)c1sc(Nc2ccc(F)cc2)nc1C	5	15	-5	-3	24	-0.9	-15	12	-9
CC(=O)c1ccc(OCCCC(=O)Nc2cc(S(=O)(=O)N3CCCCC3)ccc2C)cc1	-1	-7	-8	0	22	1.6	1	-4	11
CCCNC(=O)CSc1nccn1Cc1ccc(OC)cc1	0	-9	21	-2	1	-3.8	0	9	11
Cc1ccc(C)c(NC(=O)CN(C)C(=O)CC2OC(=O)c3ccccc32)c1 (stereo not given)	0	-1	11	-3	5	-1.8	3	-8	-1
O=C(O)c1cc2nc3c(c(C(F)(F)F)n2n1)CCc1ccccc1-3	-2	-6	6	-2	-9	3.5	11*	-2	-5
Cc1cc(-c2ccccc2)nc(-c2ccccc2)c1C	-2	24	8	-2	-12	1.6	2	13	13
COc1ccc(-n2c(C)c(C(C)=O)c(C(C)=O)c2C)cc1	-2	-3	19	-1	3	-0.4	-2	8	16
COC(=O)CNC(=O)c1sc2ncn(CC(=O)Nc3ccc(C)c(Cl)c3)c(=O)c2c1C	-3	-5	-2	-1	1	1.6	-6	6	9
O=C(N/N=C/c1ccsc1)c1cc(-c2ccncc2)nc2ccccc12	-1	10	3	-3	9	0.0	-4	19	20
CCCCC(=O)c1c(C)cc(C)[nH]c1=O	-1	7	-11	-2	6	2.3	1	5	12
COc1ccc(OC)c(N(CC(=O)Nc2cccnc2)S(C)(=O)=O)c1	-3	-8	12	-5	-5	-0.6	4	2	-8
O=C(c1ccco1)N1CCN(Cc2ccccc2Br)CC1	-3	5	7	-7	17	-2.7	5	22	19

Screening results from PubChem.
